MCF10A rereplic – A quantitative high throughput screen for small molecules that induce DNA re-replication in MCF 10a normal breast cells | MCF 10A DNA re-replication, Hoechst nuclear intensity, 48 h | Potency, µM (series often up to 46.1 µM), for the others: top-dose activity, positive = re-replication, hits mostly activators | hit rate 2.9% among 350,000 | AID 624296, 2012; note: % of control where 0% means no effect; nearly all actives have a fitted effect of over 50% in size
TGFb SMAD3 inh – qHTS for Inhibitors of TGF-b. AID 588855, 2011. hit rate 1.2% among 410,000. Potency, µM (series often up to 46.1 µM), without a hit: at the top dose activity, negative = inhibition, usual class: inhibitors. HepG2 CAGA-GFP TGF-b/SMAD3 reporter, GFP fluorescence, 18 h; TGF-beta stimulated, 500 pg/mL final; note: % is set by controls: 0 for no effect and ±100 for the full control effect; nearly all actives have a fitted effect of over 65% in size
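Cell-based qHTS in HEPG2 carrying a CAGA-GFP Smad reporter; compounds added before 500 pg/mL final TGF-beta, 18 h incubation at 37 degrees C, GFP fluorescence quantified per cell by imaging cytometry.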
Nrf2 block – Nrf2 qHTS screen for inhibitors. hit rate 2.1% among 360,000. Potency, µM (top dose mostly 46 µM), without a hit: at the top dose activity change, negative = inhibition, most hits filed as inhibitors. A549 ARE-Fluc reporter, luciferase luminescence, 18-24 h; note: % is set by controls: 0 for no effect and ±100 for the full control effect; nearly all actives have a fitted effect of over 60% in size
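Reporter: ARE-Fluc in A549. Exposure: 18-24 h, 37 °C, 5% CO2, 5% FBS OPTI-MEM. Readouts: fluorescent cytotoxicity (CellTiter-Fluor), then luminescent Nrf2 signal after BugLite.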
Nrf2 ARE act – qHTS of Nrf2 Activators | AID 624171, 2012 | hit rate 0.31% among 410,000 | AREc32 ARE-luciferase reporter (MCF7-derived line), luminescence, 24 h | Potency, µM (doses to about 46.1 µM), for inactives: top-dose activation, actives largely listed as activators; note: % of control where 0% means no effect; nearly all actives have a fitted effect of over 65% in size
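Steps: seed AREc32_Fluc cells (1000/well, 5% FBS OPTI-MEM); incubate overnight at 37 deg C; add 23 nL compound; incubate 24 hr; add Steady-Glo; hold 30 min RT; read luminescence.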
A549 tox – Nrf2 qHTS screen for inhibitors: counterscreen for cytotoxicity; hit rate 0.16% among 390,000; Potency, µM (highest dose often 46 µM), inactives show at the highest dose activity change, negative = cytotoxicity, usual class: inhibitors; AID 504648, 2011; A549 ARE-Fluc cells, CellTiter-Fluor viability, 18-24 h; note: % is set by controls: 0 for no effect and ±100 for the full control effect
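Cytotoxicity counterscreen: CellTiter-Fluor fluorescence was measured in A549 ARE_Fluc cells after 18-24 h of compound exposure in a concentration series. The subsequent BugLite luminescent read reports ARE-luciferase activity.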
ATXN viability – Viability Counterscreen for Primary qHTS for Inhibitors of ATXN expression | S2 cells (HEK-293 line with an ATXN2-luciferase reporter) viability, CellTiter-Fluor protease fluorescence, 24 h | Potency, µM (highest dose often 56.7 µM), actives largely listed as cytotoxic | hit rate 0.49% among 400,000; note: nearly all actives have a fitted effect of over 40% in size
EPAC2 antagonist – qHTS for Antagonist of cAMP-regulated guanine nucleotide exchange factor 2 (EPAC2): primary screen. Rap guanine nucleotide exchange factor 4 (Homo sapiens), Q8WZA2. EPAC2 GEF exchange of Rap1B-BODIPY-GDP, fluorescence. Potency, µM (top dose mostly 114 µM), inactives show at the highest dose activity, negative = inhibition, hits mostly inhibitors. hit rate 0.18% among 360,000. AID 720708, 2013; note: % is set by controls: 0 for no effect and ±100 for the full control effect; nearly all actives have a fitted effect of over 45% in size; many of its hits are not listed in these tables
Target sequence (Q8WZA2 whole entry, looked up): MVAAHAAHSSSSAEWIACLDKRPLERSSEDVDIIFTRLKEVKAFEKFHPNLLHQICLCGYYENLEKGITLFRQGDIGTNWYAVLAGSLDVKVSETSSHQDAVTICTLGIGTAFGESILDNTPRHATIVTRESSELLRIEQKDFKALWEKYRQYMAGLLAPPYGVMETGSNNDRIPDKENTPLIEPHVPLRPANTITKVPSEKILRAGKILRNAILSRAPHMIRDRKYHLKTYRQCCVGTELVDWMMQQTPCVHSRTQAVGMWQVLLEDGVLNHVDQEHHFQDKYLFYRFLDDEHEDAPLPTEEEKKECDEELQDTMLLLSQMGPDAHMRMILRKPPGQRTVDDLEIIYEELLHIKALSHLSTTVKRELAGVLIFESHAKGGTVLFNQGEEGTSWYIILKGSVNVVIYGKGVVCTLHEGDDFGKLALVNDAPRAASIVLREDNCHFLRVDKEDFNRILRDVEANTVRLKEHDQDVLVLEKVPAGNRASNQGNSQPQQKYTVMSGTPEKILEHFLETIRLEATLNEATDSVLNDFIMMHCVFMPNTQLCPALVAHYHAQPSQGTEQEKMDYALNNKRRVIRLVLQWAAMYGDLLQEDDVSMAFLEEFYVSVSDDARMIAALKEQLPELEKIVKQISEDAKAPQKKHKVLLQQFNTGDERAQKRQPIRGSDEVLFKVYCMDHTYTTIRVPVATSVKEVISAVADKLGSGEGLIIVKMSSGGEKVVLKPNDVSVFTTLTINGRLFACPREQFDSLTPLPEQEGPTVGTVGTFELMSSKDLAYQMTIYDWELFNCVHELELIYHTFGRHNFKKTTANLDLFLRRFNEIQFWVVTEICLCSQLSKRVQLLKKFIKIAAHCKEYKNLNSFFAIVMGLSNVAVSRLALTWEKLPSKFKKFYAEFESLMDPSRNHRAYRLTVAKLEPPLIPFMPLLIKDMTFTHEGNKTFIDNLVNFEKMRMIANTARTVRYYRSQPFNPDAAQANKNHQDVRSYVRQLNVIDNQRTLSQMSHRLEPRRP
HepG2 viability – qHTS for Inhibitors of TGF-b: Cytotox Counterscreen. HepG2 CAGA-GFP viability, ATP luminescence, 18 h. Potency, µM (top dose mostly 46.1 µM), without a hit: at the top dose activity change, negative = cytotoxicity, most hits filed as cytotoxic. hit rate 0.76% among 410,000; note: some results filed as inactive show a strong effect at the top dose
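HepG2 CAGA-GFP cells (1000/well, DMEM with 1% FBS) received compound, then TGF-beta at 500 pg/mL final, and were incubated 18 hours at 37 degrees C. Viability was read by CellTiter-Glo luminescence. Media-only wells were set as complete cell-killing and DMSO as no toxicity.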
ATXN2 expr inh – Primary qHTS for Inhibitors of ATXN expression. HEK-293 ATXN2-luciferase reporter, luminescence, 24 h. Potency, µM (highest dose often 57 µM), for the others: top-dose activity change, negative = inhibition, actives largely listed as inhibitors. hit rate 0.72% among 360,000. AID 1745845, 2022; note: % is set by controls: 0 for no effect and ±100 for the full control effect; nearly all actives have a fitted effect of over 55% in size
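ATXN2-luciferase reporter cells (luciferase flanked by upstream and downstream ATXN2 gene portions) were treated 24 h at 37 °C with compounds at up to 57 uM. SteadyGlo luminescence gave expression; GF-AFC fluorescence gave viability.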
Active calls of the source: *; i = inactive; ? = inconclusive; / = no result given; & = joins results of further samples; [ ] = dose if it differs, or a comment. Calls come from the whole dose curve; as a rule, active = well fitted curve in the direction sought with a large enough effect; inconclusive = small, poorly fitted or top-dose-only effect, or another doubt; inactive = no such curve, though single readings can be large; an effect the other way counts as inactive or inconclusive. Potency is the fitted concentration of half-maximal effect. This is a subset (hit frequency here may not be typical).

1. O=C(O)c1ccc(S(=O)(=O)c2ccc(Sc3ccc(C(=O)O)c(C(=O)O)c3)cc2)cc1
2. Cc1cc(C(F)(F)F)nn1CC(=O)NNC(=S)Nc1ccc(Cl)cc1
3. CCC(=O)N1CCc2cc(S(=O)(=O)NC(Cc3ccccc3)C(=O)NC3CCCC3)ccc21 (configuration not stated)
4. CCOc1ccccc1N1CC(C(=O)Nc2ccccc2N2CCCC2)CC1=O (configuration not stated)
5. CCOc1ccc(S(=O)(=O)N(CC(=O)NCCc2ccc(OC)cc2)c2ccccc2)cc1
6. CCN(CC)CCCn1c(=S)[nH]c2ccccc2c1=O
7. Cc1ccc(C)c(S(=O)(=O)N2CCCC2CNC(=O)C(=O)Nc2ccccc2)c1 (configuration not stated)
8. Clc1cccc(OCCn2cncn2)c1Cl
9. CC1=C(C(=O)NCCCOC(C)C)C2(CCC(C)CC2)OC1=O (configuration not stated)
10. COc1cc(/C(C)=N/Nc2ccc(C(=O)O)cc2)cc(OC)c1OC
assay / entry	1	2	3	4	5	6	7	8	9	10
MCF10A rereplic	-13%	-21%	-1%	7%	/	12%	/	0%	6%	22%
TGFb SMAD3 inh	-1%	16%	8%	-2%	6%	3%	-9%	0%	-11%	3%
Nrf2 block	1%	/	17%	4%	5%	-16%	/	2%	-1%	29%
Nrf2 ARE act	-0.4%	-0.7%	0.2%	0.0%	-0.6%	-0.6%	2.3%	0.1%	0.0%	3.1%
A549 tox	7%	14%	10%	1%	8%	3%	/	-1%	-1%	-10%
ATXN viability	i	i	i	i	i	i	?	i	/	i
EPAC2 antagonist	11%	-8%	15%	7%	/	5%	12%	0%	0%	2%
HepG2 viability	-4%	-13%	-21%	-1%	-14%	8%	-5%	-1%	-1%	-7%
ATXN2 expr inh	-5%	-1%	29%	-9%	17%	-6%	/	4%	-17%	32%

11. CCCCCC(=O)N1C[C@@H](n2cc(COC(=O)c3ccccc3)nn2)[C@H](O)C[C@@H]1c1ccc(OC)cc1
12. Cn1c(CSCc2ccc(Cl)cc2)n[nH]c1=S
13. CCn1c(=S)sc2c(=O)n(CC(=O)Nc3cc(OC)ccc3OC)c(C)nc21
14. CCOC(=O)c1c(N2CCN(c3ccccc3)CC2)cc(C)nc1C
15. CCCNC(=O)C1(C)CCN1C(=O)c1cc(C)n(C)n1 (configuration not stated)
16. CCc1nnc(NC(=O)CSc2nnnn2-c2cccc(C(C)=O)c2)s1
17. CC(=O)c1cccc(N(CC(=O)NC2CCCCC2)C(=O)CCC(=O)Nc2nc(C)cs2)c1
18. COc1cccc(OC)c1OCCCNC1CCCC1
19. Cc1cc(C)c2nc(N3CCC(C(=O)N4CCCC4)CC3)sc2c1
20. CCC1CN(C(=O)N2CCC(C(=O)N3CCN(c4cc(C)ccc4C)CC3)CC2)c2ccccc2O1 (configuration not stated)
assay / entry	11	12	13	14	15	16	17	18	19	20
MCF10A rereplic	/	10%	-2%	-4%	/	13%	-11%	-3%	-1%	/
TGFb SMAD3 inh	-11%	-9%	13%	-8%	5%	?	18%	-27%	?	10µM*
Nrf2 block	/	?	-1%	-3%	/	-33%	-13%	3%	-21%	?
Nrf2 ARE act	0.0%	-0.1%	0.2%	-0.2%	-0.8%	0.1%	-0.5%	0.0%	0.2%	-3.2%
A549 tox	/	3%	-4%	?	/	-3%	-16%	6%	-2%	5%
ATXN viability	i	i	i	i	i	i	i	i	i	/
EPAC2 antagonist	-20%	-13%	-10%	0%	5%	2%	-11%	-8%	-3%	/
HepG2 viability	-14%	-13%	8%	-5%	24%	1%	-1%	-33%	-34%	-73%
ATXN2 expr inh	-2%	3%	3%	/	15%	/	-6%	-19%	3%	/

Quoted at random: 3 compounds from above
7. Cc1ccc(C)c(S(=O)(=O)N2CCCC2CNC(=O)C(=O)Nc2ccccc2)c1 (configuration not stated)
12. Cn1c(CSCc2ccc(Cl)cc2)n[nH]c1=S
16. CCc1nnc(NC(=O)CSc2nnnn2-c2cccc(C(C)=O)c2)s1
assay / entry	7	12	16
MCF10A rereplic	/	10%	13%
TGFb SMAD3 inh	-9%	-9%	?
Nrf2 block	/	?	-33%
Nrf2 ARE act	2.3%	-0.1%	0.1%
A549 tox	/	3%	-3%
ATXN viability	?	i	i
EPAC2 antagonist	12%	-13%	2%
HepG2 viability	-5%	-13%	1%
ATXN2 expr inh	/	3%	/

The main list resumes, repeating the four entries before the break.
17. CC(=O)c1cccc(N(CC(=O)NC2CCCCC2)C(=O)CCC(=O)Nc2nc(C)cs2)c1
18. COc1cccc(OC)c1OCCCNC1CCCC1
19. Cc1cc(C)c2nc(N3CCC(C(=O)N4CCCC4)CC3)sc2c1
20. CCC1CN(C(=O)N2CCC(C(=O)N3CCN(c4cc(C)ccc4C)CC3)CC2)c2ccccc2O1 (configuration not stated)
21. C=CCNC(=O)c1c[nH]c2ccc(S(=O)(=O)N(C)c3ccc(OCC)cc3)cc2c1=O
22. CCOC(=O)C1=C(c2ccccc2)Nc2ncnn2C1c1ccc(O)cc1 (configuration not stated)
23. CC1(C)Cc2c(sc3ncn4c(=S)[nH]nc4c23)CO1
24. Cc1cccc(NC(=O)c2ccc(-n3c(C)nnc3C)cc2)c1
25. Nc1c(C(=O)c2ccc(Cl)cc2)sc2nsc(SCCN3CCOCC3)c12
26. CC(OC(=O)c1ccco1)C(=O)Nc1nc(-c2ccccc2)cs1 (configuration not stated)
27. CCCCn1c(=O)[nH]c(=O)c2c1nc(-c1ccc(-c3ccc(F)cc3)o1)n2C
28. Cc1ccc(C(=O)Oc2ccccc2N2C(=O)C3CCCCC3C2=O)cc1 (configuration not stated)
29. COc1ccc(OC)c(C(=O)CC2OC(=O)c3ccccc32)c1 (configuration not stated)
30. COc1cc(CSc2nnnn2-c2ccc(C)cc2)cc(OC)c1OC
assay / entry	17	18	19	20	21	22	23	24	25	26	27	28	29	30
MCF10A rereplic	-11%	-3%	-1%	/	?	22%	3%	/	?	-4%	10µM*	-8%	16%	-10%
TGFb SMAD3 inh	18%	-27%	?	10µM*	1%	-11%	-1%	7%	3%	4%	-1%	2%	-4%	?
Nrf2 block	-13%	3%	-21%	?	-18%	14%	-25%	/	-9%	?	3%	1.3µM*	-5%	6.5µM*
Nrf2 ARE act	-0.5%	0.0%	0.2%	-3.2%	-0.4%	3.4%	-0.6%	-0.1%	-0.5%	6.5%	2.7%	-1.8%	13µM*	-0.2%
A549 tox	-16%	6%	-2%	5%	7%	0%	4%	-7%	3%	-1%	-3%	8%	-10%	-8%
ATXN viability	i	i	i	/	i	i	i	i	i	i	i	i	i	i
EPAC2 antagonist	-11%	-8%	-3%	/	5%	0%	10%	/	34%[activator]	-19%	4%	4%	17%	7%
HepG2 viability	-1%	-33%	-34%	-73%	6%	-3%	20%	-2%	2%	-7%	-9%	-12%	-2%	-1%
ATXN2 expr inh	-6%	-19%	3%	/	/	5%	/	5%	?	0%	24%	11%	-11%	-32%

31. O=C(O)/C(=C\c1ccco1)NC(=O)c1cccc2ccccc12
32. COc1cccc(CNC(=O)CC2Sc3ccccc3NC2=O)c1 (configuration not stated)
33. COc1ccc(S(=O)(=O)Nc2ccccc2OC)cc1NC(=O)c1cc2ccccc2oc1=O
34. COc1ccc(-c2ccc(CN3C(C(C)C)C(=O)N(Cc4cn(CCC5OCCO5)nn4)CCS3(=O)=O)cc2)cc1OC (configuration not stated)
35. CC1(C(=O)N2CCC(CC3CC(c4ccc(Cl)cc4)=NO3)(C(=O)NCC3CCCCC3)CC2)CC1 (configuration not stated)
36. CCOC(=O)C1=C(CN2CCC(C(=O)OCC)CC2)NC(=O)NC1c1ccc(Cl)cc1 (configuration not stated)
37. c1ccc(-c2nc3ccccc3s2)nc1
38. O=C(Nc1ccncc1)C1CCC(CNS(=O)(=O)c2cccc3nsnc23)CC1 (configuration not stated)
39. COCCCNC(=O)Cn1cc(/C=C(\C#N)C(=O)NC2CCCC2)c2ccccc21
40. Cc1ccc(NC(=O)c2c(C)nn(-c3ccccc3)c2Cl)c(C)c1
41. Cc1cccc(C)c1NC(=O)C(c1ccccc1OC(F)(F)F)N1CCN(c2ccc(F)cc2)CC1 (configuration not stated)
42. CC(=O)c1ccc(NC(=O)C2CCCN2S(=O)(=O)c2cccs2)cc1 (configuration not stated)
assay / entry	31	32	33	34	35	36	37	38	39	40	41	42
MCF10A rereplic	-2%	2%	8%	/	-1%	/	6%&0%	?	?	2%	/	8%
TGFb SMAD3 inh	?	-3%	65%[activator]	11%	?	-5%	-15%&0%	-18%	11%	?	-11%	3%
Nrf2 block	8%	-27%	14%	/	-18%	22%	?	?	-16%	28%	/	-7%
Nrf2 ARE act	0.0%	0.2%	5.4%	2.8%	4.6%	-0.1%	4.3%&6.4%	3.4%	-1.5%	3.9%	0.9%	-0.9%
A549 tox	6%	0%	-6%	/	-14%	3%	-8%&-4%	-1%	-8%	2%	/	-6%
ATXN viability	i	i	i	?	i	i	i	i	i	i	i	i
EPAC2 antagonist	-3%	0%	-2%	7%	-5%	/	-8%&4%	0%	23%	6%	-11%	22%
HepG2 viability	-77%	-20%	11%	-8%	-58%	-3%	-16%&-31%	-18%	2%	-9%	1%	12%
ATXN2 expr inh	-4%	17%	71%[activator]	-7%	-9%	-1%	47%&29%[activator]	-14%	/	14%	0%	3%
